TRAIL sens C8 – caspase-8 TRAIL sensitization; NB7+C8 cells + TRAIL, ATPlite viability luminescence; inhibition (viability loss, TRAIL sensitization), % at 10 µM; 360,000 compounds, 1% hits;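 active = compounds causing at least 50% loss of cell viability in the single-dose screen, relative to plate controls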
NCOA1 inh – human NCOA1 inhibition; HEK293 GAL4-SRC1 luciferase reporter, luminescence; AID 588354; Q15788; inhibition, % at 3.6 µM; 360,000 compounds, 0.12% hits;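 active = inhibition above the campaign mean plus 3 SD, with each screening campaign given its own cutoff, cut at about 60% in these data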;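 note: 0% = DMSO treated cells and 100% = gossypol at 36 µM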
LRH-1 inv ag – inverse agonists of human LRH-1 (NR5A2). O00482. HEK293T StAR-luciferase reporter, LRH-1 transfected, 24 h. inhibition, % at 3.6 µM. 360,000 compounds, 0.13% hits;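 active = inhibition above the mean inhibition of all tested compounds plus 3 SD, cut at about 73% in these data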;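 note: 0% = DMSO wells and 100% = reporter-only cells lacking LRH-1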
TROY signal inh – blocks TROY-dependent signaling in reporter cells | Q293 LMP1-TROYcd NF-kB luciferase reporter, 4 h | inhibition, % at 10 µM | 360,000 compounds, 0.98% hits;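 active = compounds whose plate-normalised and pattern-corrected inhibition of the luciferase reporter signal at the single screening dose is 50% or more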
KKLEB tox – reduces viability of KKLEB cystic fibrosis airway cells; KKLEB CF airway cells viability, ATPlite luminescence, overnight; hits give low values; cells stimulated with P. aeruginosa culture filtrate; activity change (cytotoxicity), % at 5 µM; 360,000 compounds, 0.36% hits;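 active = corrected activity change at or below -50% at 5 µM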
EBV LMP1 NFkB – Epstein-Barr LMP1 NF-kappaB reporter inhibition | LMP1-induced NF-kappaB luciferase reporter cells, luminescence | inhibition, % at 12.5 µM | 350,000 compounds, 0.69% hits | AID 504558; in the data active = inhibition above about 41%;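 note: 0% = neutral control wells and 100% = reference inhibitor control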
NCOA2 inhibitor – inhibits human steroid receptor coactivator 2. HEK293 GAL4-SRC2 luciferase reporter, luminescence. AID 651957. inhibition, % at 9 µM. 370,000 compounds, 0.17% hits;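 active = inhibition above the mean inhibition of all tested compounds plus 3 SD, set per campaign, cut at about 52% in these data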;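 note: 0% = DMSO treated cells and 100% = cells given Gossypol at 36 µM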
SRC3 inh – human NCOA3 inhibition; inhibition, % at 3.6 µM; 360,000 compounds, 0.17% hits; HEK293 GAL4-SRC3 luciferase reporter, luminescence; AID 588352;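 active = inhibition above a per-campaign cutoff, the mean of all compounds plus 3 SD, cut at about 60% in these data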;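 note: 0% = DMSO-treated cells and 100% = gossypol-treated cells at 36 µM; higher means less SRC3-driven luciferase light from the GAL4 reporter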
Target sequence (Q9Y6Q9 whole entry, looked up, the tested form may be a part): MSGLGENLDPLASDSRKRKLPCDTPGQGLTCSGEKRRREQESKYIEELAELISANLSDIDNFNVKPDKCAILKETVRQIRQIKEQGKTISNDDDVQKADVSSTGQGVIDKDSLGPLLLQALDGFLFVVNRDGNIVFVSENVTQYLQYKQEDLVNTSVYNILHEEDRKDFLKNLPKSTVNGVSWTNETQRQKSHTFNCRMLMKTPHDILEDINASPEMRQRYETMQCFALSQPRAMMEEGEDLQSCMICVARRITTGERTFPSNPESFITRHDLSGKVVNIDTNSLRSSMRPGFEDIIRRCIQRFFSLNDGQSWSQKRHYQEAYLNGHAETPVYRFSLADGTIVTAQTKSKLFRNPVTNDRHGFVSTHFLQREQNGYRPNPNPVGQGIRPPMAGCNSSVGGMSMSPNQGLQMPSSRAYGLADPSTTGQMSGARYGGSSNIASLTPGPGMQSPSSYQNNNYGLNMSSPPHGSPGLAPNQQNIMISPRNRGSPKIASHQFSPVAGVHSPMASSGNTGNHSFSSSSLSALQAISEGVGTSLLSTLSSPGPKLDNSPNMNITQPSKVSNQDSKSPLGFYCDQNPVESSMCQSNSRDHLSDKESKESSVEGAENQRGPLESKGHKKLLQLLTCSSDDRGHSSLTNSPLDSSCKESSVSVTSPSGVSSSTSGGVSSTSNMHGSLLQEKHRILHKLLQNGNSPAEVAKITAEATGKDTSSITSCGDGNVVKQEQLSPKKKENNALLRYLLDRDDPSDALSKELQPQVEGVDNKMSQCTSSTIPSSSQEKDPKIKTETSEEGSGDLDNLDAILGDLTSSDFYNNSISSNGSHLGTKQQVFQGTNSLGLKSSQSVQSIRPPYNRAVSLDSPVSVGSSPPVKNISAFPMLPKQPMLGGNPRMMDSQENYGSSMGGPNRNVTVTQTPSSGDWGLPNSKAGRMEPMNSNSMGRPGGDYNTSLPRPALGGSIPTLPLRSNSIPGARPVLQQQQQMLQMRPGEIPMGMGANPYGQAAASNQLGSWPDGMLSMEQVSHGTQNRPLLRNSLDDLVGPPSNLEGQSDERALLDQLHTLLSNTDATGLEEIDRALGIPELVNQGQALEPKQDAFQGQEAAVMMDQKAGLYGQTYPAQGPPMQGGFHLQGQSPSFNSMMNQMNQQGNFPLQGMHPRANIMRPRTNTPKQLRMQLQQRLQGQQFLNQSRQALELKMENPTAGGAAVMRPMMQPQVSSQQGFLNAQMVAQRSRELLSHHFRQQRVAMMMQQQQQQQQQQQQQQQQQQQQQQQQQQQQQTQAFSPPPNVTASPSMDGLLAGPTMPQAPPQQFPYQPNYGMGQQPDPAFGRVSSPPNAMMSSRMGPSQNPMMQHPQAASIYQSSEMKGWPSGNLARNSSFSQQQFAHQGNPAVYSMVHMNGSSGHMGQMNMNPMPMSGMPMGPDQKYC
TWEAK Fn14 block – TWEAK-Fn14 signaling inhibition; TWEAK-stimulated Fn14 reporter cells, luciferase luminescence, 8 h; inhibition, % at 10 µM; 360,000 compounds, 2% hits; in the data active = inhibition above about 50%
CF NFkB block – inhibitors of cystic fibrosis induced NF-kB. KKLEB NF-kB-GFP reporter, PAF-induced, GFP fluorescence overnight. inhibition, % at 5 µM. 360,000 compounds, 0.86% hits;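 active = at least 50% inhibition at 5 µM, scaled per plate between neutral and stimulator controls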;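 note: PAF is a Pseudomonas aeruginosa culture filtrate used as stimulus; plate controls were PAF-stimulated DMSO wells for no effect and unstimulated DMSO wells for full effect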
COUP-TFII inh – blocks human COUP-TFII nuclear receptor; P24468; HEK293T NGFI-A luciferase reporter, luminescence; inhibition, % at 8.6 µM; 370,000 compounds, 0.7% hits; AID 686940;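 active = inhibition above a per-plate cutoff, mean inhibition of test wells between control levels plus 3 SD, cut at about 38% in these data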;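 note: cells cotransfected with COUP-TFII expression vector driving the NGFI-A reporter; 0% = median of COUP-TF2 test wells and 100% = reporter-only cells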
* = called active by the depositor; / = not tested or not shown.

SMILES | TRAIL sens C8 | NCOA1 inh | LRH-1 inv ag | TROY signal inh | KKLEB tox | EBV LMP1 NFkB | NCOA2 inhibitor | SRC3 inh | TWEAK Fn14 block | CF NFkB block | COUP-TFII inh
COc1ccc(S(=O)(=O)Nc2c(O)c3ccccc3oc2=O)cc1 | 14 | -8 | -10 | 22 | -5 | -4 | -30 | -14 | 20 | -8 | 27
C[C@@H]1CCC[C@]2(O[C@@H](CCO)C[C@@H](O)[C@@H]2O)O1 | 4 | -8 | 22 | 2 | 12 | 7 | 1 | 13 | -8 | -7 | -12
N#Cc1ccc(OCC(=O)NCC2(N3CCCCC3)CCCCC2)cc1 | -2 | -19 | -19 | -5 | -1 | -5 | 1 | 19 | 11 | 18 | 1
CSCC[C@H](NC(=O)[C@@H]1Cc2ccccc2CN1)C(=O)Nc1ccc2c(c1)OCO2 | 12 | -1 | -25 | -30 | 8 | 0 | -30 | -23 | -32 | -8 | 1
CC(C)(/C=N/O)/[N+]([O-])=C/c1ccccc1C(F)(F)F | -9 | 7 | 17 | 8 | -8 | -2 | -7 | 14 | -9 | 14 | -4
COc1ccc(CN(C)C(C)C(=O)Nc2ccc(S(=O)(=O)N3CCCCC3)cc2)cc1F (stereo not drawn) | 8 | 0 | 18 | 11 | 3 | 3 | -10 | 5 | 3 | 0 | 26
O=Cc1cc2ccccc2nc1SCc1ccc(Cl)c(Cl)c1 | -22 | -7 | -8 | 12 | -19 | -12 | -21 | 6 | 14 | 47 | -11
CCOc1cccc(NC(=O)C2CCCN(S(=O)(=O)c3ccc(-n4cnnn4)cc3)C2)c1 (stereo not drawn) | -11 | -5 | -5 | -25 | 3 | -5 | -13 | -11 | -2 | -5 | 6
COc1cc(C(=O)Nc2cc(-c3nc4cc(C)ccc4o3)ccc2C)cc(OC)c1OC | 36 | -37 | 9 | / | -1 | -28 | -7 | -20 | -16 | -11 | -16
O=S(=O)(NCC1CCCO1)c1ccc2oc3ccc(S(=O)(=O)NCC4CCCO4)cc3c2c1 (stereo not drawn) | -13 | -11 | 0 | 9 | -10 | 6 | 6 | -3 | -6 | 19 | 13
COc1ccc(NC(=O)C(=O)NCCN2CCN(C(=O)c3cccc(Br)c3)CC2)cc1 | 23 | -16 | -2 | -11 | -9 | 2 | -34 | 7 | -7 | -10 | -26
C[C@H](CO)N1C[C@H](C)[C@@H](CN(C)S(=O)(=O)c2cn(C)cn2)Oc2ccc(NC(=O)Nc3ccc4c(c3)OCO4)cc2C1=O | 7 | -8 | -6 | -6 | 10 | 4 | 17 | 12 | -4 | -6 | -13
Cc1nnc(C)n1/N=C/c1c(O)ccc2ccccc12 | -12 | 11 | 11 | 4 | 16 | 3 | 16 | 14 | 20 | -22 | -7
COc1ccc(NC(=O)COC(=O)C2CC3C=CC2C3)cc1 (stereo not drawn) | -3 | -43 | 5 | -59 | 4 | 16 | 0 | -4 | -4 | -8 | 5
CC(=O)Nc1ccc(C(=O)OCC(=O)N(C)C2CCCCC2)cc1 | 0 | 2 | 0 | 10 | 3 | 6 | -18 | 11 | -10 | 0 | -3
COc1ccc(OCCn2ccnc2C)cc1 | 2 | 4 | 11 | -20 | 8 | 5 | 9 | -26 | 2 | -8 | 0
O=C(C1CCC(C(=O)N2CCc3ccccc32)CC1)N1CCc2ccccc21 (stereo not drawn) | -7 | -10 | 8 | -2 | 9 | -1 | 9 | 15 | -14 | -23 | -16
NCc1ccc2[nH]c(=O)[nH]c2c1 | -2 | -11 | -14 | -12 | 6 | -6 | 1 | 9 | -5 | 8 | 7
Cc1noc(NS(=O)(=O)c2ccc(NC(=O)COc3ccc(C#N)cc3)cc2)c1C | -18 | -15 | 13 | 8 | -2 | -4 | 0 | 13 | 26 | -8 | 2
Cc1[nH]c2ccc(C(=O)OCC(=O)NC3(C#N)CCCCC3)cc2c1C | -1 | -12 | -5 | 0 | 9 | -12 | -19 | 13 | -4 | -34 | -6
CSCCC(NC(=O)COc1cccc2ccccc12)C(=O)O (stereo not drawn) | 6 | -3 | -35 | -19 | 30 | -3 | -4 | -9 | 5 | -19 | 8
CC1CCN(c2nc(-c3cccnc3)nc3scc(-c4ccccc4)c23)CC1 | 12 | -5 | 8 | 2 | -7 | 2 | -5 | -10 | -27 | 19 | 6
CC(C)NC(=O)COc1coc(CN2CCN(c3ccccc3)CC2)cc1=O | 1 | -47 | 7 | -15 | -4 | -3 | -29 | 12 | 11 | 4 | -3
O=C(NCc1ccco1)c1cccc(S(=O)(=O)N2CCCCC2)c1 | -11 | -8 | 2 | 6 | 8 | -13 | -8 | 8 | 0 | -8 | -2
Cc1cccn2c(=O)c(/C=C(\C#N)C(N)=O)c(Oc3ccccc3)nc12 | -12 | -2 | 16 | -18 | 3 | 1 | -12 | 12 | -11 | 12 | 5
CCOc1ccc(CN2CCN(C(=O)c3ccccc3)CC2)cc1 | 5 | -3 | 12 | -11 | 8 | 3 | 12 | 7 | 8 | 6 | 25
CC(=O)C1=C(C)NC(SCC(N)=O)=C(C#N)C1c1sccc1C (stereo not drawn) | -25 | 3 | 5 | 14 | -3 | 14 | 9 | 1 | -4 | 22 | -5
COc1ccc(NC(=O)C2CCN(S(=O)(=O)c3ccc(Cl)c(C(F)(F)F)c3)CC2)cn1 | -1 | -15 | -6 | -8 | -5 | 4 | -14 | 3 | 7 | 13 | -6
O=C(CSc1nc(-c2ccco2)cc(C(F)(F)F)n1)NCCc1ccccc1 | -5 | 1 | -12 | 1 | -16 | -14 | 4 | -17 | 3 | 26 | -3
CCOc1cc(/C=C2\NC(=S)N(c3c(C)n(C)n(-c4ccccc4)c3=O)C2=O)ccc1O | -14 | 14 | 8 | 9 | 13 | -7 | 5 | 12 | 9 | -10 | 3
CC1(C)Cc2c(sc3nc4n(c(=O)c23)CCC4)CO1 | -5 | -16 | 12 | 1 | -6 | 0 | 3 | 10 | -1 | 6 | 0
CC(Oc1ccc(Cl)cc1)C(=O)Nc1ccc(S(=O)(=O)N2CCOCC2)cc1 (stereo not drawn) | 6 | -21 | -8 | 4 | -7 | -1 | -12 | 7 | 50 | 0 | 18
CC(OC(=O)CSc1ccc([N+](=O)[O-])cc1)C(=O)NCc1ccco1 (stereo not drawn) | 7 | 9 | -1 | -15 | 0 | 5 | -16 | 0 | 7 | -28 | 27
Cc1ccccc1CN(c1ccc(C(=O)NCc2ccccn2)cc1)S(C)(=O)=O | -8 | 1 | 3 | 3 | 15 | -3 | 25 | 11 | 1 | -27 | 9
Cc1ccc(C)c(NC(=O)CCN2CCCC(C)C2)c1 (stereo not drawn) | 3 | 13 | 8 | 11 | 0 | -6 | 5 | -4 | -8 | 10 | 4
CN1CCN(Cc2cc(=O)oc3ccc(Cl)cc23)CC1 | -15 | 11 | 4 | 0 | -16 | -4 | -22 | -5 | -6 | 9 | -6
COc1cc(/C=N/NC(=O)c2cccc3ccccc23)cc(OC)c1O | 2 | -6 | 13 | -6 | 2 | 9 | -7 | 13 | -12 | 2 | 24
Cc1noc(C)c1C(=O)Nc1ccc(N(C)C)cc1 | 5 | 2 | -18 | 11 | 14 | -3 | 17 | 5 | -16 | -18 | 18
O=C(NCC(=O)N1CCN(Cc2ccccc2)CC1)c1ccc(Cl)cc1 | -2 | -6 | 22 | -15 | -9 | -5 | 8 | -26 | -7 | -17 | 3
COc1ccc(C(=O)C2CCN(C(=S)NCCc3ccc(OC)c(OC)c3)CC2)cc1 | 17 | 11 | 1 | 10 | 5 | 3 | -11 | 21 | 2 | -20 | 44*
CCCn1c(=O)[nH]c(=O)c2c1nc(-c1ccc3c(c1)OCCO3)n2CCN1CCOCC1 | 2 | 1 | 22 | 11 | -7 | 3 | -23 | -12 | 6 | 7 | 9
CCCCCCCCCCCCCCCC(=O)NCCc1c[nH]c2ccccc12 | 21 | -12 | 0 | 5 | 12 | 1 | 18 | 21 | 1 | -6 | 11
OC1C2CCC(C2)C1CN1CCOCC1 (stereo not drawn) | 1 | -5 | -6 | -9 | 9 | -2 | -17 | 1 | 7 | 1 | -7
Cc1ccccc1NC(=O)NCC1CCN(c2ccc(S(=O)(=O)N3CCOCC3)cc2)CC1 | -3 | 5 | -1 | 14 | -8 | 0 | -3 | -10 | 0 | 14 | 2
COC(=O)CC(NC(=O)c1ccc(C)cc1)c1ccccc1 (stereo not drawn) | 3 | 2 | 0 | -36 | 5 | -22 | -81 | -9 | -21 | -6 | -32
Clc1ccc(C(c2nnnn2C2CCCC2)N2CCN(c3nc4ccccc4s3)CC2)cc1 (stereo not drawn) | -3 | -8 | -23 | 59* | 0 | -5 | -12 | 13 | 74* | 9 | -3
Cc1ccc(Cl)c(OC(=O)Cn2cnc3c2c(=O)n(C)c(=O)n3C)c1 | -4 | -24 | -2 | 7 | 8 | 9 | -17 | 10 | -2 | 6 | -11
Fc1c(F)c(F)c(CSc2nc3ccccc3[nH]2)c(F)c1F | 10 | -58 | -38 | -29 | 4 | -14 | -25 | -34 | -15 | -11 | -15
CN(c1ccccc1C(N)=O)S(=O)(=O)c1ccccc1 | 4 | -17 | 5 | 10 | -1 | -8 | 0 | 13 | -2 | 2 | 12
CC(C)(C)OC(=O)NCCc1nnc(SCc2cccc(Cl)c2)o1 | -5 | -4 | 0 | 14 | -2 | 6 | -9 | 30 | 3 | -22 | 1
O=C(O)CCN1CCc2ccccc2C1c1cccs1 (stereo not drawn) | 9 | -1 | -4 | 0 | 0 | 1 | 3 | -20 | -3 | 0 | -3
CCOC(=O)c1c(NC(C)=O)sc2c1CCC(C=NCCCN(CC)CC)=C2Sc1ccccc1 | -2 | -2 | -12 | 6 | -6 | 1 | / | 0 | 9 | -6 | /
CC1CCCC(NC2CCCCNC2=O)C1 (stereo not drawn) | -5 | -9 | 3 | -20 | 12 | 20 | 3 | 4 | -29 | -14 | 24
O=C(NCCN1C(=O)S/C(=C/c2cccnc2)C1=O)C1=NN(c2ccccc2)C(=O)CC1 | 2 | 3 | 10 | 8 | 4 | 0 | 20 | -15 | 10 | -2 | 10
CC(=O)Nc1ccc(S(=O)(=O)N[C@@H](C)C(=O)N2CCN(c3ccccn3)CC2)cc1 | -13 | 11 | 12 | -11 | -4 | 4 | 8 | 17 | -1 | -6 | -8
COc1cccc(CNC(=O)CCNS(=O)(=O)c2cccc3nonc23)c1 | -1 | -1 | -16 | 2 | 7 | -65 | -18 | -16 | 5 | -14 | 2
CCOc1ccc(NC(=O)CN(C)C(=O)c2n[nH]c(=O)c3ccccc23)cc1OCC | 4 | -3 | -9 | 8 | 0 | 15 | -6 | -15 | 2 | 8 | -16

Two entries picked at random from the list so far:
SMILES | TRAIL sens C8 | NCOA1 inh | LRH-1 inv ag | TROY signal inh | KKLEB tox | EBV LMP1 NFkB | NCOA2 inhibitor | SRC3 inh | TWEAK Fn14 block | CF NFkB block | COUP-TFII inh
C[C@@H]1CCC[C@]2(O[C@@H](CCO)C[C@@H](O)[C@@H]2O)O1 | 4 | -8 | 22 | 2 | 12 | 7 | 1 | 13 | -8 | -7 | -12
Cc1cccn2c(=O)c(/C=C(\C#N)C(N)=O)c(Oc3ccccc3)nc12 | -12 | -2 | 16 | -18 | 3 | 1 | -12 | 12 | -11 | 12 | 5

Source: PubChem BioAssay
